Source: PubChem BioAssay (several laboratories)
FLuc stim CS: firefly luciferase counter-screen for stimulation assays; P08659; ATPlite luciferase biochemical, luminescence, 10 min; 0 = ATP-free wells, 1 = DMSO control; activation factor at 10 µM; 200,000 tested, under 10 active; AID 1027;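 active = luciferase activation factor, scaled between plate controls, of at least 2 with compound at 10 µM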
Target sequence (P08659 whole entry, looked up): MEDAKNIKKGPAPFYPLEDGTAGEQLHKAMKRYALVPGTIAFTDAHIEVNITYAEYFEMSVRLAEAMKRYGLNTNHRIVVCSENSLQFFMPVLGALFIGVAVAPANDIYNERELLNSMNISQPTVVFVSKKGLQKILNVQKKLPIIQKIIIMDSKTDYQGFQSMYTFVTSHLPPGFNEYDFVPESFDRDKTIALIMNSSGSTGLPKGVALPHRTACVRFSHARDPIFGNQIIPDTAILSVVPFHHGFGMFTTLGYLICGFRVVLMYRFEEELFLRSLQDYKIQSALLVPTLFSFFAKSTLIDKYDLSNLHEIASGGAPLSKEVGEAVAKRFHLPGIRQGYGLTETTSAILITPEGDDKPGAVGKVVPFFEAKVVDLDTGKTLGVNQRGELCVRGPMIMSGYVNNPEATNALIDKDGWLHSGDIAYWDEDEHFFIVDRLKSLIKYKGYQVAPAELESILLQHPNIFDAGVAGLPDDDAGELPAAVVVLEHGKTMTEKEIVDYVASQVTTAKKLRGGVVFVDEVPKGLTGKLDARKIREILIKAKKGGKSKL
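Assay system: Luciferase/luciferin detection reagent, cell-free biochemical luciferase assay / Also added: ATP substrate / Schedule: 10 min at ambient temperature / Measured by: luminescence measurement of luciferase light output / Benchmarks: low control with PBS replacing ATP, high control enzyme plus ATP without compound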
TLR4 MyD88 comp: TLR4-MyD88 interaction inhibition in cells; O00206+Q99836; HeLa CL3-4 TLR4/MyD88 BLA complementation, FRET ratio; inhibition, % at 8.4 µM; 200,000 compounds, 0.18% hits; AID 861; in the data active = inhibition above about 25%;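 also: 0% = vehicle and 100% = reference inhibitor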
Diaph act CS: counter-screen for diaphorase-based assays: diaphorase activators and chemical reducers; activation factor at 20 µM; Diaphorase/resazurin coupled assay, resorufin fluorescence, 16 min; hits give high values; 1 = vehicle wells, 0 = NADH-free wells; AID 1229; 190,000 compounds, 0.005% hits;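 active = diaphorase activity raised at least twofold by the compound at 20 µM; inactive = activation factor below 2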
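Test system: Clostridium kluyveri diaphorase, purified enzyme; input: enzyme 0.07 U/mL final; buffer or medium: 50 mM HEPES pH 7.4 with 4.542 mM MgCl2, 0.005% Tween 20; also added: 0.114 mM NADH and 0.1 mM resazurin, final amounts; schedule: 16 min enzyme reaction, ambient temperature; technique: fluorescence of resorufin, 544 nm excitation, 590 nm emission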
APP 5'UTR act: APP 5'UTR luciferase reporter activation; SH-SY5Y APP 5'UTR luciferase reporter, luminescence; zero percent = DMSO vehicle wells; activation, % at 2 µM; 190,000 compounds, 1% hits; AID 1276;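 active = activation above a set limit, based on mean plus 3 SD of controls, cut at about 140% in these data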; also: values of inactives mirror those of a sister screen read the other way
Diaphorase inh: counter-screen for diaphorase-based assays: diaphorase inhibitors and chemical oxidizers | diaphorase resazurin-to-resorufin fluorescence, NADH, 16 min; bacterial (C. kluyveri) enzyme, not human | AID 1217 | inhibition, % at 20 µM | 190,000 compounds, 0.69% hits;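 active = primary screen inhibition at 20 µM above a set limit, cut at about 50% in these data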;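 also: plate controls were DMSO with full reaction for no effect and wells lacking NADH for full effect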
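controls = No-NADH positive control and DMSO neutral control | system = Clostridium kluyveri diaphorase enzyme | timing = reaction incubation of 16 min at room temperature | signal = resorufin fluorescence 544/590 nm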
NF-kB neuron act: NF-kB expression increase, human neuronal cells. fold change at 12.5 µM. 190,000 compounds, 1.6% hits. NF-kB reporter expression; hits give high values. AID 1239; in the data active = fold change above about 3.3
FLuc inh counter: counter-screen for luciferase assay inhibitors: firefly luciferase inhibition; 200,000 compounds, 1.5% hits; inhibition, % at 10 µM; P08659; ATPLite firefly luciferase biochemical luminescence, 10 min; AID 1006;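 active = inhibition above about 50% when tested at 10 µM, limit read from the data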
G6PDH CS: inhibits Leuconostoc G6PDH, flagging false hits in G6PDH-based assays; Purified L. mesenteroides G6PDH, diaphorase/resazurin coupled fluorescence, 45 min; 200,000 compounds, 0.12% hits; AID 1020; inhibition, % at 5 µM; in the data active = inhibition above about 50%
STAT1 act: activators of IFN-gamma induced STAT1 signaling. AID 932. activation (% of control), % at 5.5 µM. NIH 3T3 STAT1-luciferase reporter, luminescence; 100% = IFN-gamma alone, no compound. 200,000 compounds, 2.6% hits;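 active = activation above the screen-wide mean activation plus 3 SD, cut at about 130% in these data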;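 also: raw ratio to IFN-gamma control signal so 100% means no change and 0% no light; values of inactives mirror those of a sister screen read the other way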
APP 5UTR inh: APP translation inhibition; 190,000 compounds, 0.82% hits; inhibition, % at 2 µM; AID 1285; SH-SY5Y APP 5'UTR-luciferase reporter, luminescence;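 active = inhibition above a set limit, derived from the sample mean plus 3 SD, cut at about 45% in these data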; also: values of inactives mirror those of a sister screen read the other way
Numbers without * were called inactive; . = not tested or not shown.

[1] COc1ccc(N2Cc3ccccc3C2=NC(=O)c2cncc(Br)c2)cc1
[2] Cc1ccc(CNC(=O)c2cnccn2)cc1
[3] CC(=O)NCc1ccc(C(=O)CSc2nnc(-c3ccncc3)n2Cc2ccccc2)o1
[4] COCCNC(=S)N(Cc1cc2cc(C)ccc2n2nnnc12)C1CCCC1
[5] O=C(O)c1ccc(CSc2ccccn2)cc1
[6] CC(=O)Oc1ccc(N(c2ccccc2)S(=O)(=O)c2ccc(C)cc2)cc1
[7] O=C(c1cccs1)N1CCN(Cc2ccncc2)CC1
[8] CCOC(=O)Cc1csc(NC(=O)CCS(=O)(=O)Cc2ccccc2)n1

screen / no.,1,2,3,4,5,6,7,8
APP 5'UTR act,22.2,10.9,2.0,5.8,2.5,47.2,-8.4,1.7
G6PDH CS,3.0,3.0,5.6,10.5,8.2,3.3,0.7,4.1
APP 5UTR inh,-22.2,-10.9,-2.0,-5.8,-2.5,-47.2,8.4,-1.7
STAT1 act,124.6,102.7,95.6,99.6,98.3,104.9,103.6,107.2
FLuc inh counter,13.4,-3.2,-3.6,-4.1,-5.1,-8.2,-6.4,-6.0
FLuc stim CS,0.9,1,1,1,1.1,1.1,1.1,1.1
NF-kB neuron act,1.42,1.08,1.01,0.91,1.2,1.22,0.98,1.26
Diaphorase inh,22.7,-1.2,24.8,2.5,9.0,14.2,28.0,0.0
Diaph act CS,0.8,1,0.8,1,0.9,0.9,0.7,1
TLR4 MyD88 comp,-5.3,-3.9,3.3,-11.8,-8.7,-5.7,-10.2,-8.9

[9] O=S(N1CCCCCC1)C12CC3CC(CC(C3)C1)C2 (stereo unspecified)
[10] CC1CN(C(=O)COC(=O)c2cccs2)CC(C)O1 (stereo unspecified)
[11] CCOC(=O)N1C=CC=C[C@@H]2[C@@H](N3C(=O)c4ccccc4C3=O)C(=O)N21
[12] COc1ccc(/C=C/C(=O)NCCN2CCOCC2)cc1OC
[13] CCc1cc(C(c2ccccn2)N2CCN(C)CC2)c(NC(=O)c2ccccc2)s1 (stereo unspecified)
[14] O=C(NCc1cccc(C(F)(F)F)c1)c1cccc(S(=O)(=O)NCc2ccccc2)c1
[15] CC(=O)c1ccc(NC(=O)C2(S(=O)(=O)c3ccccc3)CC2)cc1
[16] O=S(=O)(c1ccc(NC(=S)N2CCN(c3ccccc3F)CC2)cc1)N1CCOCC1

screen / no.,9,10,11,12,13,14,15,16
APP 5'UTR act,-10.9,-11.0,5.3,11.2,3.5,0.1,-18.5,6.8
G6PDH CS,1.6,-19.6,4.7,12.3,-12.0,5.8,-1.6,2.9
APP 5UTR inh,10.9,11.0,-5.3,-11.2,-3.5,-0.1,18.5,-6.8
STAT1 act,101.5,93.6,91.8,104.4,102.0,109.6,107.8,83.7
FLuc inh counter,-7.2,-11.9,0.4,-2.5,-1.4,-7.1,-5.0,-5.6
FLuc stim CS,1.1,1.1,1,1,1,1.1,1.1,1.1
NF-kB neuron act,1.01,1.11,1.1,1.07,1.07,1.05,1,1.09
Diaphorase inh,15.8,5.7,4.0,-3.9,4.1,26.5,19.8,14.2
Diaph act CS,0.8,0.9,1,1,1,0.7,0.8,0.9
TLR4 MyD88 comp,12.7,5.2,12.2,-1.6,-4.8,-5.1,-0.4,-15.5

[17] COC(=O)C1=C(N)c2c(F)cccc2C1(C#N)c1ccc(F)cc1 (stereo unspecified)
[18] COc1ccc(NS(=O)(=O)c2cccs2)c(OC)c1
[19] COc1ccc([N+](=O)[O-])cc1NC(=O)C1CCCO1 (stereo unspecified)
[20] CCC(=O)N1CCN(c2ccc(NC(=S)NC(=O)COc3ccccc3)cc2)CC1
[21] O=S(=O)(Nc1cccnc1)c1cccs1
[22] O=C(CSc1nnc(-c2cc3ccccc3cc2O)n1Cc1ccco1)c1ccc(F)cc1
[23] CC(=O)c1cccc(N2C(=O)Nc3ccccc3N2O)c1
[24] CCc1ccccc1NC(=S)N(CCN(C)C)C(C)c1cccnc1 (stereo unspecified)

screen / no.,17,18,19,20,21,22,23,24
APP 5'UTR act,7.0,0.2,-4.8,7.9,-8.9,14.2,12.2,30.3
G6PDH CS,2.6,4.0,-1.0,8.9,8.4,-1.2,3.7,11.0
APP 5UTR inh,-7.0,-0.2,4.8,-7.9,8.9,-14.2,-12.2,-30.3
STAT1 act,104.2,94.2,93.7,87.2,102.8,102.1,101.7,90.7
FLuc inh counter,-1.8,4.4,-3.4,-5.6,-0.4,-4.1,-2.5,-2.3
FLuc stim CS,1,1,1,1.1,1,1,1,1
NF-kB neuron act,0.98,1.35,0.96,0.95,1.26,0.65,1.23,1.29
Diaphorase inh,6.8,-11.4,10.3,63.6*,7.3,2.2,4.3,-21.0
Diaph act CS,0.9,1.1,0.9,0.4,0.9,1,1,1.2
TLR4 MyD88 comp,4.4,-5.2,-18.6,-18.6,7.4,3.8,22.1,-0.4

[25] Cc1ccccc1/C(N)=N/OC(=O)c1ccc(F)cc1
[26] COCc1cc(C)nc(N)c1C#N
[27] Cc1ccc(CNC(=O)c2cn(C)c(=O)c3c2c2ccccc2n3C)o1
[28] Cc1ccc2oc(C(=O)Nc3c(C)n(C)n(-c4ccccc4)c3=O)c(C)c2c1
[29] CC(C)NC(=S)NN=C1CCC(c2ccccc2)CC1 (stereo unspecified)
[30] CCc1ccc(Nc2nnc(SCC(=O)Nc3cccc(S(=O)(=O)NC4=NCCCCC4)c3)s2)cc1
[31] O=C(COc1ccccc1)Nc1ccccc1Cl
[32] O=C(Nc1ccc(Cl)cc1)C(c1ccccc1)N(CCO)CCO (stereo unspecified)

screen / no.,25,26,27,28,29,30,31,32
APP 5'UTR act,80.2,.,-14.4,-20.3,41.4,15.7,70.4,9.7
G6PDH CS,7.9,1.0,0.0,.,-3.6,10.7,7.7,2.4
APP 5UTR inh,-80.2,.,14.4,20.3,-41.4,-15.7,-70.4,-9.7
STAT1 act,183.0*,.,99.9,102.5,98.5,100.3,132.2*,107.3
FLuc inh counter,92.5*,-6.7,-5.3,.,-2.8,81.5*,19.4,1.4
FLuc stim CS,0.1,1.1,1.1,.,1,0.2,0.8,1
NF-kB neuron act,.,1.27,0.99,.,0.94,1.56,1.63,4.26*
Diaphorase inh,-0.4,11.6,12.0,.,20.8,23.8,13.9,20.6
Diaph act CS,1,0.9,0.9,.,0.8,0.8,0.9,0.8
TLR4 MyD88 comp,-18.3,.,5.3,-18.1,0.9,-8.4,-16.1,3.3

No new results follow: an excerpt of the list.
[24] CCc1ccccc1NC(=S)N(CCN(C)C)C(C)c1cccnc1 (stereo unspecified)
[25] Cc1ccccc1/C(N)=N/OC(=O)c1ccc(F)cc1
[26] COCc1cc(C)nc(N)c1C#N
[27] Cc1ccc(CNC(=O)c2cn(C)c(=O)c3c2c2ccccc2n3C)o1
[28] Cc1ccc2oc(C(=O)Nc3c(C)n(C)n(-c4ccccc4)c3=O)c(C)c2c1
[29] CC(C)NC(=S)NN=C1CCC(c2ccccc2)CC1 (stereo unspecified)

screen / no.,24,25,26,27,28,29
APP 5'UTR act,30.3,80.2,.,-14.4,-20.3,41.4
G6PDH CS,11.0,7.9,1.0,0.0,.,-3.6
APP 5UTR inh,-30.3,-80.2,.,14.4,20.3,-41.4
STAT1 act,90.7,183.0*,.,99.9,102.5,98.5
FLuc inh counter,-2.3,92.5*,-6.7,-5.3,.,-2.8
FLuc stim CS,1,0.1,1.1,1.1,.,1
NF-kB neuron act,1.29,.,1.27,0.99,.,0.94
Diaphorase inh,-21.0,-0.4,11.6,12.0,.,20.8
Diaph act CS,1.2,1,0.9,0.9,.,0.8
TLR4 MyD88 comp,-0.4,-18.3,.,5.3,-18.1,0.9

Additional results
[33] Cc1ccc(-n2ncc3c(NCc4ccco4)ncnc32)c(C)c1
[34] Cc1ccc(NC(=O)CN2C(=O)S/C(=C/c3ccc(-c4cccc(C(=O)O)c4)o3)C2=O)cc1
[35] Fc1ccc(CSc2nnc(-c3cccs3)o2)cc1
[36] COc1ccccc1NC(=O)CN1CCN(S(=O)(=O)c2ccc(Br)cc2)CC1
[37] Cn1c(=O)cc(NCc2ccccc2)[nH]c1=O
[38] Cc1nc(-c2cccc(S(=O)(=O)N3CC(C)OC(C)C3)c2)cs1 (stereo unspecified)
[39] O=C(Nc1nc(-c2cccnc2)cs1)c1ccc(S(=O)(=O)N2CCOCC2)cc1
[40] Cc1noc(C)c1COC(=O)CCCc1nc2ccccc2s1
[41] C=CCC1(C)C(=O)N(c2ccccc2)c2ccccc21 (stereo unspecified)

screen / no.,33,34,35,36,37,38,39,40,41
APP 5'UTR act,14.6,-23.4,24.1,-7.6,7.5,-10.0,20.9,0.1,-1.4
G6PDH CS,14.8,9.3,6.3,-19.7,3.1,5.2,-6.0,2.2,2.9
APP 5UTR inh,-14.6,23.4,-24.1,7.6,-7.5,10.0,-20.9,-0.1,1.4
STAT1 act,106.3,99.4,117.9,108.3,118.0,93.8,96.4,95.8,84.7
FLuc inh counter,-8.4,-1.2,0.5,-8.1,-4.5,-5.5,-1.9,-3.1,-6.4
FLuc stim CS,1.1,1,1,1.1,1,1.1,1,1,1.1
NF-kB neuron act,1.14,1.16,2.22,1.15,1.52,1.13,1.04,1.09,1.2
Diaphorase inh,12.1,57.2*,6.2,6.0,-0.6,15.4,-3.0,11.6,13.0
Diaph act CS,0.9,0.4,0.9,0.9,1,0.8,1,0.9,0.9
TLR4 MyD88 comp,1.2,-4.0,0.3,-5.3,16.6,2.1,-13.3,2.3,-15.5
